KAT2A inh: inhibitors of human GCN5L2 histone acetyltransferase. Q92830. GCN5L2 HAT assay, ThioGlo1 CoA-SH fluorescence. Potency, µM (series often up to 58.9 µM), for the others: top-dose activity change, negative = inhibition, most hits filed as inhibitors. actives 0.21% (n = 390,000). AID 504327
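Compounds, pin-transferred from DMSO stocks, meet 20nM GCN5L2 for 15 min before the reaction begins with H3(1-25) peptide (75uM) and acetyl-CoA (70uM). Thiol-reactive ThioGlo1 reports CoA release over 20 min at room temperature.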
N370S GC: inhibits or activates N370S mutant glucocerebrosidase; N370S GC spleen homogenate, 4MU-glucoside fluorescence; Potency, µM (top dose mostly 59.4 µM), for the others: top-dose activity change, negative = inhibition, hits mostly inhibitors; actives 0.092% (n = 330,000); AID 2101;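 also: 0% = full enzyme activity and -100% = no enzyme basal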
FEN1 inhibitor: blocks human flap endonuclease 1; Potency, µM (series often up to 114 µM), without a hit: at the top dose activity change, negative = inhibition, usual class: inhibitors; AID 588795; actives 0.35% (n = 390,000); P39748; Recombinant FEN1 flap cleavage, fluorescence, 15 min; also: nearly all actives have a fitted effect of over 65% in size
Target sequence (P39748 whole entry, looked up): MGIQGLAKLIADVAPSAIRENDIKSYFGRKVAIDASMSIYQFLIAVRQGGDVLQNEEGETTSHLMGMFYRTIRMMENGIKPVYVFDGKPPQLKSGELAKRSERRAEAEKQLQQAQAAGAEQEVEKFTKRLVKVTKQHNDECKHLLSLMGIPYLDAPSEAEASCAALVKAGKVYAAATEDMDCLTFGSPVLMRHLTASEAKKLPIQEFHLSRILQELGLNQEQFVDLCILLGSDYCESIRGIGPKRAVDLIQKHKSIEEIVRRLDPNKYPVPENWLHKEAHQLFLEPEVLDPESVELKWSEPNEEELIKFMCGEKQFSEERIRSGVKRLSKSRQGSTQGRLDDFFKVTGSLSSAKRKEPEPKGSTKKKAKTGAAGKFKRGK
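Quantitative HTS format: each compound was titrated, incubated with 10 nM nuclease for 15 min at room temperature, then challenged with flap substrate at 50 nM final. Signal change over 15 min gave concentration–effect curves.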
The depositor's hits bear a star; u = inconclusive; x = no result given; [ ] = another dose, or the depositor's remark. Calls follow the shape of the dose curve; as a rule, active = well fitted curve in the direction sought with a large enough effect; inconclusive = small, poorly fitted or top-dose-only effect, or another doubt; inactive = no such curve, though single readings can be large; an effect the other way counts as inactive or inconclusive. Unless noted, % is scaled to controls: 0 for no effect and ±100 for the full control effect; potency is read from the fitted curve at half-maximal effect.

Under each structure – N370S GC, KAT2A inh, FEN1 inhibitor
> CCOC(=O)Cn1c(=O)n(Cc2ccco2)c(=O)c2ccc(C(=O)NC3CCCC3)cc21
  2.5%, -8.2%, -14.5%
> O=C(NCCCN1CCCC1=O)c1sc2ccccc2c1Cl
  8.6%, -16.8%, 5.3%
> O=C(O)c1cccc(CSc2nc(-c3ccc(Cl)cc3)cc(C(F)(F)F)n2)c1
  -6.6%, -25.2%, -30.8%
> O=C(NCc1ccccc1Cl)C1CCC(CNS(=O)(=O)c2ccc(Br)s2)CC1 (stereo not drawn)
  x, -1.6%, 1.9%
> Cc1cccn2c(=O)c3cc(C(=O)NCCN4CCOCC4)c(=N)n(Cc4ccc(F)cc4)c3nc12
  -6.3%, -2.4%, 9.0%
> O=C(CN1CCOCC1)Nc1c2c(nc3ccccc13)N(Cc1ccccc1)CC2
  5.0%, -6.2%, -3.8%
> COc1cccc(C(=O)NCCS(=O)(=O)NCCCc2ccccc2)c1
  -15.1%, 0.3%, 2.5%
> O=C(NCc1cccnc1)c1ccccc1NS(=O)(=O)c1ccc(F)cc1F
  -5.0%, -3.7%, -3.5%
> O=C(COc1coc(CN2CCN(c3ccccc3)CC2)cc1=O)NC1CCCC1
  -4.2%, -1.3%, 4.7%
> CCCOc1ccc(N2CC(C(=O)Nc3ccc4c(c3)OCO4)CC2=O)cc1 (stereo not drawn)
  3.3%, -3.6%, -0.9%
> N#CCSc1nc2ccc(N3CCOCC3)cc2c(=O)n1CCc1ccccc1
  x, -13.7%, -17.7%
> O=C(C1=C(O)C(=O)N(c2nccs2)C1c1ccccc1)c1cc2ccccc2o1 (stereo not drawn)
  1.5%, -14.6%, -0.4%
> CC1CCCCC1NC(=O)c1ccc(CSc2nc3ccncc3[nH]2)cc1 (stereo not drawn)
  -7.8%, -1.6%, 1.8%
> CCCCN(C(=O)CCC(=O)Nc1cc(C)on1)C(C(=O)NC(C)(C)C)c1ccccc1Cl (stereo not drawn)
  -4.6%, -3.5%, 5.7%
> COc1ccc(CCn2c(N)c(C#N)c3nc4ccccc4nc32)cc1OC
  8.5%, -12.9%, -10.5%

Continued.
Under each structure – N370S GC, KAT2A inh, FEN1 inhibitor
> COc1ccc(C2COc3c(ccc(O)c3OC)C2)c(OC)c1O (stereo not drawn)
  3.0%, 14.5%, x
> CC(OC(=O)C1=Cc2ccccc2OC1)C(=O)NC(C)(C)C (stereo not drawn)
  -13.3%, -16.8%, -2.0%
> Cc1[nH]nc(Nc2ccc(Br)cc2)c1[N+](=O)[O-]
  -5.9%, -0.5%, 12.0%
> O=C(N/N=C/c1ccccc1C(=O)O)c1cccc(S(=O)(=O)Nc2cc(Cl)ccc2Cl)c1
  -15.3%, -1.3%, -20.9%
> Cc1ccc(/C(O)=C2/C(=O)C(=O)OC2c2ccc(Cl)cc2)cc1 (stereo not drawn)
  5.1%, u, -22.5%
> CSc1ccccc1-c1nnc(-c2ccc(Cl)cc2Cl)o1
  9.1%, -1.9%, -0.8%
> COc1cc(/C=N\Nc2ccc([N+](=O)[O-])cc2)ccc1OCC(=O)Nc1ccc(C)c(C)c1
  -6.7%, u, -5.0%
> Cc1ccc(NC(=O)CSc2n[nH]c(C)c2[N+](=O)[O-])cc1
  0.4%, -3.0%, 2.5%
> COc1ccc(NC(=O)CSc2nc3c(c(=O)n2-c2ccccc2)SCC3)c(OC)c1
  11.5%, 1.8%, 3.1%
> Cc1ccccc1-n1c(-c2ccc3ccccc3n2)n[nH]c1=S
  9.9%, -19.0%, 7.1%
> O=C(NCc1ccncc1)Nc1cccc(Cl)c1
  -9.9%, -20.1%, -2.6%
> O=[N+]([O-])c1ncn(C23CC4CC(CC(C4)C2)C3)n1
  u, -3.6%, 0.8%
> O=C(Nc1ccccc1)N(Cc1ccc2c(c1)OCO2)Cc1nc2ccccc2c(=O)[nH]1
  u, u, -1.0%
> COc1ccc(NC(=O)C(Cc2ccccc2)NS(=O)(=O)c2ccc3c(c2)CCN3C(C)=O)cc1 (stereo not drawn)
  x, -9.1%, 12.9%
> Cc1cccc(NC2=NCC(=O)N2Cc2cccs2)c1
  7.3%, 2.4%, -2.0%

Sorted by the number under FEN1 inhibitor (falling): 3 from the list above
Under each structure – N370S GC, KAT2A inh, FEN1 inhibitor
> COc1ccc(NC(=O)C(Cc2ccccc2)NS(=O)(=O)c2ccc3c(c2)CCN3C(C)=O)cc1 (stereo not drawn)
  x, -9.1%, 12.9%
> O=C(NCCCN1CCCC1=O)c1sc2ccccc2c1Cl
  8.6%, -16.8%, 5.3%
> O=C(CN1CCOCC1)Nc1c2c(nc3ccccc13)N(Cc1ccccc1)CC2
  5.0%, -6.2%, -3.8%

(further entries)
Under each structure – N370S GC, KAT2A inh, FEN1 inhibitor
> Cc1cc(C)c2c(N)c(S(=O)(=O)c3ccccc3)sc2n1
  29.9%, -0.5%, -11.7%
> COc1ccc(CNC(=O)COC(=O)C2=COCCO2)cc1
  -2.8%, -4.7%, -3.4%
> Cc1cccc(NC(=O)Cn2c(=O)oc3ccccc32)n1
  3.4%, -11.9%, 2.2%
> O=C(c1ccc(S(=O)(=O)N2CCCCC2)cc1)N1CCN=C1SCc1cccnc1
  6.3%, -3.5%, -1.2%
> O=C(Nc1cccc(-n2cnnn2)c1)C1CCCN(Cc2cccc(C(F)(F)F)c2)C1 (stereo not drawn)
  -28.5%, -3.2%, -11.6%
> COCCCn1c(=N)c(C(=O)NC2CCCC2)cc2c(=O)n3ccccc3nc21
  x, -17.3%, 12.0%
> CCCn1c(COc2ccc(C(=O)O)cc2)nc2ccccc21
  -2.9%, -1.4%, -8.1%
> C=CCOc1cccc(C2/C(=C(/O)c3ccccc3)C(=O)C(=O)N2CCN2CCOCC2)c1 (stereo not drawn)
  -4.9%, u, -4.8%
> COc1ccc(CNC(=O)c2ccc3c(=O)n4c(nc3c2)CCCCC4)cc1OC
  7.0%, -2.2%, -8.4%
> Cc1c(NC(=O)C(C)c2ccc(CC(C)C)cc2)c(=O)n(-c2ccccc2)n1C (stereo not drawn)
  4.1%, -0.7%, 6.8%
> CNc1nnc(SCC(=O)c2cc(C)n(C3CC3)c2C)s1
  x, -8.8%, 20.5%
> COc1ccc(O)c(C2=Nc3ccccc3N=C(c3cccs3)C2)c1
  10.3%, -14.7%, -0.5%
> Cc1ccc(-c2nnn3c2nc(NCc2ccc4c(c2)OCO4)c2ccccc23)cc1
  x, -3.0%, 21.9%
> O=C(N/N=C/c1cccnc1)c1cc2ccccc2o1
  -12.4%, -2.8%, 17.8%
> CSc1ccccc1NC(=O)COC(=O)/C=C/c1ccco1
  x, -11.5%, 4.5%

New compounds follow.
Under each structure – N370S GC, KAT2A inh, FEN1 inhibitor
> COc1ccc(C(=O)Nc2ncccc2C)cc1S(=O)(=O)N1CCOCC1
  7.0%, -1.4%, -5.6%
> CCOC(=O)C1=C(C)NC(C)=C(C(=O)OCC)C1C(=O)O
  2.1%, -5.3%, 2.0%
> N#Cc1cccc(-c2nc(NCc3ccccc3)c3ccccc3n2)c1
  -11.1%, u, x
> CCCc1cc(=O)[nH]c2nnc(SCC(=O)NC3CCCC3)n12
  1.1%, -4.1%, 14.1%
> Cc1ccccc1N=C1NC(=O)CC(c2ccccc2)S1 (stereo not drawn)
  -5.0%, -4.6%, 4.6%
> CCn1c(=N)n(CC(=O)c2ccco2)c2ccccc21
  -3.1%, -1.7%, 0.9%
> CC1=Nc2cc(C(=O)NCCN3CCOCC3)ccc2Sc2c(C)ccc(C)c21
  u, 0.7%, 0.0%
> CCN(CC(=O)Nc1ccccc1C(F)(F)F)C(=O)C1CC(=O)N(Cc2ccccc2)C1 (stereo not drawn)
  -6.0%, 2.1%, 6.0%
> CSc1ccc(CN(C)Cc2nc3ccccc3c(=O)[nH]2)cc1
  -2.1%, -4.3%, -12.9%
> O=C(c1cnc2ccc3ccccc3c2c1)c1cc(F)ccc1O
  4.8%, 10.9%, -8.0%
> Cc1oc(-c2cccs2)[n+]([O-])c1C
  7.7%, 1.3%, -7.8%
> CCn1cc(C(=O)N2CCN(Cc3ccc4c(c3)OCO4)CC2)c2cc(OC)c(OC)cc2c1=O
  -3.6%, -10.4%, 8.0%
> CC(=O)c1ccc(N2CCN(C(=O)/C=C/c3cccs3)CC2)cc1
  -1.6%, -5.4%, -11.1%
> COc1cc2c(cc1OC)C(COc1ccc3c(C)cc(=O)oc3c1)N(C(=O)c1ccco1)CC2 (stereo not drawn)
  10.8%, -2.1%, -0.6%
> O=C(O)CC(NC(=O)C1c2ccccc2Oc2ccccc21)c1ccc(OC2CCCC2)cc1 (stereo not drawn)
  7.3%, -9.9%, -4.4%

The list goes on.
Under each structure – N370S GC, KAT2A inh, FEN1 inhibitor
> COc1cc(NC(=O)COc2cccc(OC)c2)cc(OC)c1
  -8.5%[2.35 µM], -5.8%, 4.0%
> CCOC(=O)N1CCN(S(=O)(=O)c2ccc(C(=O)Nc3sc4c(c3C(=O)OC)CCN(C)C4)cc2)CC1
  -10.4%, -6.3%, -5.8%
> COc1ccc(-c2c(C#N)c(N)nc3c2CCC3)cc1
  10.8%, -8.2%, 0.4%
> CC(C)(CNCC(O)c1ccccc1)N1CCOCC1 (stereo not drawn)
  10.8%, 0.0%, -0.1%
> CCc1ccc(C(=O)NNC(=O)c2cccc(N3C(=O)CCC3=O)c2)cc1
  -8.0%, -7.0%, -3.8%
> Cc1cccc(N(CC(=O)NCC2CCCO2)C(=O)CNS(=O)(=O)c2ccc(Cl)cc2)c1 (stereo not drawn)
  -13.9%, -1.5%, -6.1%
> c1ccc(CNc2cnccn2)cc1
  14.7%, -0.9%, -2.8%
> COc1cccc(-c2nc(CS(=O)(=O)CC(=O)NCc3ccccc3OC)c(C)o2)c1
  13.1%, -0.7%, -16.7%
> CCn1nc(C)cc1C(=O)N1CCCC(C(=O)c2ccc3ccccc3c2)C1 (stereo not drawn)
  12.0%, -7.0%, -9.3%
> CCOc1ccc2nc(N3CCCC(C(=O)Nc4cc(C)ccc4C)C3)sc2c1 (stereo not drawn)
  x, -2.8%, 14.3%
> COC(=O)c1cc(Oc2ccc(C(=O)OC)cc2N)cc(C(=O)OC)c1
  2.8%, -7.5%, -4.5%
> COc1ccc(CN(C(=O)Nc2ccccc2)c2ccccn2)cc1OC
  x, -0.7%, 8.6%
> CC(=O)N1CCCc2cc(S(=O)(=O)N3CCCC(C(=O)Nc4cccc(C)c4)C3)ccc21 (stereo not drawn)
  -1.5%, -9.0%, 13.0%
> Cc1cc(C(=O)CSc2ncnc3ccccc23)c(C)n1C1CC1
  x, -3.4%, -2.9%
> COc1ccc(/C=N/NC(=O)CC#N)cc1Oc1nc(Cl)ncc1F
  -9.4%, -14.1%, -17.2%

Following part
Under each structure – N370S GC, KAT2A inh, FEN1 inhibitor
> CC(=O)Nc1ccc(NS(=O)(=O)c2ccc3c(c2)CCCN3C(C)=O)cc1
  x, -17.4%, -0.3%
> CN(C(=O)COC(=O)c1ccc(Cl)cc1N)C1CCS(=O)(=O)C1 (stereo not drawn)
  -4.3%, -2.3%, -9.8%
> Cn1cc(Br)c(-c2cccc(NC(=O)CC(C)(C)CC(=O)O)c2)n1
  -7.9%, -9.0%, 0.8%
> Cc1ccc(NC(=O)C(C)N2CCOCC2)c(C(=O)c2ccccc2)c1 (stereo not drawn)
  -2.9%, 0.8%, 2.9%
> CCCCn1c(SCC(N)=O)nnc1-c1ccco1
  -6.1%, -6.0%, -7.1%
> COc1ccc(OCCn2nnc(-c3ccc(Cl)cc3)n2)cc1
  3.9%, 52.5%[activator], -1.4%
> Cc1ccc2[nH]c(=O)c(-c3nc4cc(C)ccn4c3NCc3ccco3)cc2c1
  -10.7%, -4.6%, 1.2%
> CC(C)C(=O)NC(NC1CCS(=O)(=O)C1)C(Cl)(Cl)Cl (stereo not drawn)
  6.5%, 0.0%, 1.1%
> CC(O)Cn1ccccc1=N (stereo not drawn)
  -4.2%, -1.8%, 1.5%
> Cn1c2c(c(=O)n(C)c1=O)C(c1cccc(F)c1)C(C#N)=C(N)O2 (stereo not drawn)
  0.0%, -7.0%, 4.4%
> N#C/C(=C/c1cccnc1)c1ccccc1
  -1.1%, -29.3%, 10.2%
> CC(=O)C1=C(C)NC(C)=C(C(C)=O)C1c1ccc(-c2ccccc2Cl)o1
  -27.5%, -17.5%, -4.8%
> O=C(Oc1cc(Cl)ccc1Cl)c1ccc(N2CCOCC2)c([N+](=O)[O-])c1
  24.1%, -5.0%, -3.0%
> O=C(CSc1nc(-c2ccccc2)nc2c1Cc1ccccc1O2)Nc1ccc(C(=O)O)cc1
  7.1%, 28.2µM*, u
> Cn1c(=O)n(C)c2cc([N+](=O)[O-])c(N3CCN(C(=O)c4ccc(F)cc4)CC3)cc21
  -8.4%, -10.4%, -5.5%

(continued)
Under each structure – N370S GC, KAT2A inh, FEN1 inhibitor
> O=C(CSc1nnc(-c2ccco2)n1-c1ccccc1)NCc1ccco1
  2.9%, -1.5%, -3.3%
> Cc1[nH]c2ccccc2c1SCc1ccccc1
  -4.5%, -11.2%, -30.6%
> Cc1nc(CN2CCN(C(=O)c3ccc(Br)cc3)CC2)cs1
  0.2%, -6.2%, -11.4%
> CCCC(=O)N1CCN(Cc2nc3cc([N+](=O)[O-])ccc3n2C)CC1
  -5.1%, 0.7%, -12.0%

High-throughput results (PubChem BioAssay)
